Yp Topo-I inh: blocks Yersinia pestis topoisomerase I activity. Y. pestis Topo-I cleavage product accumulation, plate reader. activity, % at 10 µM. 0.064% of 360,000 active; in the data active means activity above about 50%, passing the limit was not always enough; further: inactives centre near 2
Vc quorum ag: quorum light induction in luxS cqsA deficient V. cholerae; AID 588436; V. cholerae BH1578 lux reporter, luminescence, 6 h; 0.16% of 350,000 active; activation, % at 18.7 µM; in the data active means activation mostly above about 9.7%, no sharp cut-off; further: not every result past the cut was called active; inactives centre near 0; reference of the scale not given here
FBA Mtb inh: inhibits M. tuberculosis FBA enzyme; purified M. tuberculosis FBA, fluorescence read-out; inhibition, % at 1 µM; 2.3% of 360,000 active; AID 588726; in the data active means inhibition above about 27%;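 further: 0% = vehicle and 100% = reference inhibitor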
FadD28 binding: blocks FadD28 binding to the bisubstrate probe | inhibition, % at 12.5 µM | fluorescence polarization | 0.22% of 360,000 active; in the data active means inhibition above about 8.5%, passing the limit was not always enough
PfHsp40 yeast: compounds rescuing yeast from Plasmodium falciparum HSP40 toxicity. growth rescue, % at 12.5 µM. AID 504582. S. cerevisiae expressing PfHsp40, growth rescue, ATP luminescence. 0.68% of 340,000 active; in the data active means growth rescue above about 28%, passing the limit was not always enough;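 further: yeast W303a lacking pdr1 and pdr3 grown in galactose medium; growth measured after three days at 30 °C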
GDH-TPI inh: inhibits GDH-TPI coupling enzymes, artifact for Mtb FBA screen; AID 588335; inhibition, % at 4.8 µM; GDH-TPI coupled enzyme counterscreen, NADH absorbance; 1.2% of 360,000 active; in the data active means inhibition above about 30%;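 further: 0% = DMSO wells and 100% = wells lacking the enzyme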
TcdB GH inh: blocks C. difficile toxin B glycohydrolase activity | P18177 | TcdB glycohydrolase enzymatic assay, plate reader | inhibition, % at 9.99 µM | 0.24% of 350,000 active; in the data active means inhibition above about 10%
Target sequence (P18177 whole entry, looked up): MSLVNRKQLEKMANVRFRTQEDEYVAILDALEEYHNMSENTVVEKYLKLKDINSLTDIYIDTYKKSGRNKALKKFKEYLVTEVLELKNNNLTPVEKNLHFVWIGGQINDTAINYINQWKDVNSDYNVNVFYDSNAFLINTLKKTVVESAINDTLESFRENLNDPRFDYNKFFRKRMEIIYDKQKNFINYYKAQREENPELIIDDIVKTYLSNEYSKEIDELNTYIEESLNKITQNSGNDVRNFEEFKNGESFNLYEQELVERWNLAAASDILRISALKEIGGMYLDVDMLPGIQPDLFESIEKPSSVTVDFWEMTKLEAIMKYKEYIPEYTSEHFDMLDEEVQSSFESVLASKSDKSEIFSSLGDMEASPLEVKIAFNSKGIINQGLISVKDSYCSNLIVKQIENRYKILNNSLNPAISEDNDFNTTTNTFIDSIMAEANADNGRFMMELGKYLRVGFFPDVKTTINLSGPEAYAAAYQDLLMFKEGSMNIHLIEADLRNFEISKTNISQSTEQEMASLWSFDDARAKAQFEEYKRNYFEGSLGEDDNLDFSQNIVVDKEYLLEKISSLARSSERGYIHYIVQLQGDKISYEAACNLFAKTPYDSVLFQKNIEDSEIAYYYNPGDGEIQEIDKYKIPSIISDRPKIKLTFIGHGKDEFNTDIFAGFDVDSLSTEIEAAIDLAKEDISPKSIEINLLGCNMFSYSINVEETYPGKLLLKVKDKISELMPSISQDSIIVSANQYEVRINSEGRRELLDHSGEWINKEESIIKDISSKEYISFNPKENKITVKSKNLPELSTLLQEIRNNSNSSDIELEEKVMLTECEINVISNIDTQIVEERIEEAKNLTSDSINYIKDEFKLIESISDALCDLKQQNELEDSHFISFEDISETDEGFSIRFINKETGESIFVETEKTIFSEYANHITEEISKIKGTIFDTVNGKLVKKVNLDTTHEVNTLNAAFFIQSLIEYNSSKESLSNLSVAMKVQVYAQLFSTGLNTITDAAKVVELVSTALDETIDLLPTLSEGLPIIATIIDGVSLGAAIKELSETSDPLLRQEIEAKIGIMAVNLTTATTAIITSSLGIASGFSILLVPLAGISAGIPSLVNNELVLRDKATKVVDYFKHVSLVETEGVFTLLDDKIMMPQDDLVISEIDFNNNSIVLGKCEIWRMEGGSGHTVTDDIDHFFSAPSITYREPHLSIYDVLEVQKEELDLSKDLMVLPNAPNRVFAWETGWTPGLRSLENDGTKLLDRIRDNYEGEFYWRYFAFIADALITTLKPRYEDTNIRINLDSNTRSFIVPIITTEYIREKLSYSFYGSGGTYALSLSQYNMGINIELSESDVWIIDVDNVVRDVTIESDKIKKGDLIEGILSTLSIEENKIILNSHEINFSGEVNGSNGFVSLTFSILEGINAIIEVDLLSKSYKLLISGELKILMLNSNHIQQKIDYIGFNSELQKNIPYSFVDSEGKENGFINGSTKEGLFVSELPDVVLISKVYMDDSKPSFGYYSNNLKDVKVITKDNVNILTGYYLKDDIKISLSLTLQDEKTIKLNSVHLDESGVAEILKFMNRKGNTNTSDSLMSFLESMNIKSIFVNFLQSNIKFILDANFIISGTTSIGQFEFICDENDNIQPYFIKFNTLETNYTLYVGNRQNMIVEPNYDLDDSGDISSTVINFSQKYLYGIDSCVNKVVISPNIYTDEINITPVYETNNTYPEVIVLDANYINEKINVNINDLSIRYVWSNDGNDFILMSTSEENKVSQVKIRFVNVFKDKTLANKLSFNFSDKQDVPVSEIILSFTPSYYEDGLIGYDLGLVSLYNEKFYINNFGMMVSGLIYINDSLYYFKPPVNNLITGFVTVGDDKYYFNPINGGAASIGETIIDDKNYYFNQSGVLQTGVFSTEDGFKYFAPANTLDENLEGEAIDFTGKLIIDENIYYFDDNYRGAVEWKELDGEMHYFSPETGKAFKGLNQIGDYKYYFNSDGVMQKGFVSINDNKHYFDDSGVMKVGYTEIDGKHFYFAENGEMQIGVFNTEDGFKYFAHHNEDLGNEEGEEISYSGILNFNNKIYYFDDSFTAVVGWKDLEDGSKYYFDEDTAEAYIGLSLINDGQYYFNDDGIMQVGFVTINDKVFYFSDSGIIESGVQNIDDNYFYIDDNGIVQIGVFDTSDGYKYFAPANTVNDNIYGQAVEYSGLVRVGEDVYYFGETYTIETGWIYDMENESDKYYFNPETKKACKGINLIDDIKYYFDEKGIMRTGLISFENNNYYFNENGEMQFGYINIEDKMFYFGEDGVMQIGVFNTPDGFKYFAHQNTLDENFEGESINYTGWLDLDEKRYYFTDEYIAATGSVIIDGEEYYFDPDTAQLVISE
BioA inh: blocks M. tuberculosis BioA enzyme activity; purified M. tuberculosis BioA enzyme, plate reader; inhibition, % at 9.99 µM; 0.096% of 360,000 active; in the data active means inhibition above about 40%
Mtb UGM inh: blocks M. tuberculosis UGM enzyme | P9WIQ1 | purified UGM, fluorescence polarization probe displacement | inhibition, % at 10 µM | 0.06% of 320,000 active | AID 504406; in the data active means inhibition above about 10%, passing the limit was not always enough
Starred values were filed as active, the others as inactive; i = inactive; . = no result given; & = joins results of further samples. Hits appear at their usual frequency. About 4.6% of those tested had a hit in this group.

The first two entries, ahead of the listing:
Fields: Yp Topo-I inh	Vc quorum ag	FBA Mtb inh	FadD28 binding	PfHsp40 yeast	GDH-TPI inh	TcdB GH inh	BioA inh	Mtb UGM inh
COC1CCN(C(=O)C2CCC(=O)N(CCc3cccc(F)c3)C2)CC1 (configuration not stated)
  3	-0.3	0	-2.6	-1.2	-2	0.6	-0.8	0.5
O=S(=O)(c1ccccc1)N(c1ccccc1)S(=O)(=O)c1ccccc1
  23	i	-2	-0.2	0.7	9	-7.6	.	.

The listing (from the top)
Fields: Yp Topo-I inh	Vc quorum ag	FBA Mtb inh	FadD28 binding	PfHsp40 yeast	GDH-TPI inh	TcdB GH inh	BioA inh	Mtb UGM inh
COC1CCN(C(=O)C2CCC(=O)N(CCc3cccc(F)c3)C2)CC1 (configuration not stated)
  3	-0.3	0	-2.6	-1.2	-2	0.6	-0.8	0.5
O=S(=O)(c1ccccc1)N(c1ccccc1)S(=O)(=O)c1ccccc1
  23	i	-2	-0.2	0.7	9	-7.6	.	.
Cc1nc2c(ccc3nc(NC(=O)c4ccc(S(=O)(=O)N(C)C)cc4)sc32)s1
  0	1.6	-1	-0.9	-0.4	12	0.8	-2.8	-1.9
COc1cc(C(=O)Nc2nc(-c3cc(C)ccc3C)c(C)s2)ccc1OCC(=O)Nc1ccc(F)cc1
  3	-0.4	2	-4.1	-1.0	-7	1.8	-1.9	0.2
CCc1ccc(OCC(=O)Nc2ccc(CN3CCCCC3)cc2)cc1
  2	-0.3	-8	-0.5	0.7	2	-0.6	-1.9	-0.4
CC(=O)[C@@]1(O)CCC2C3CC[C@H]4C[C@@H](O)CC[C@]4(C)C3CC[C@@]21C (some centres not stated)
  -8	i	5	-0.2	-0.8	15	0.9	-2.9	0.7
C=CCNC(=O)c1onc(CSc2cccc(OCC)c2)c1C(=O)O
  -8	-0.2	1	-2.3	-2.1	-8	-3.4	-1.0	5.3
Cc1nn(CC#N)c(=O)n1-c1ccccc1F
  1	i	0	0.4	-0.4	6	.	-1.3	4.6
COc1ccc(CNCCc2c[nH]c3ccccc23)c(OC)c1OC
  2	-0.7	-1	-0.5	0.7	13	3.0	1.2	-1.5
Cc1ccc(S(=O)(=O)N(C)C[C@@H]2OCc3cnnn3CCCC(=O)N([C@H](C)CO)C[C@@H]2C)cc1
  -1	-0.4	-3	-4.8	.	-8	0.6&-0.4	-1.3&1.6	.
COc1ccc(C(=O)CSc2nnc3ccccn23)cc1OC
  -6	i	2	-0.6	-0.4	8	0.8	.	-0.6
COc1ccc(C2=NN(CCC(=O)NC3CCC(C)CC3)C(=O)CC2)cc1 (configuration not stated)
  12	-0.3	2	-0.9	0.0	3	-1.0	1.8	0.4
OC(COc1ccccc1)CN1CCCCCC1 (configuration not stated)
  4	1.0	-2	-2.1	-0.1	10	1.5	.	-1.6
COC(=O)C1=C(c2c(C)noc2C)C[C@@H]2CC[C@H]1N2C(=O)NCCNC(C)=O
  -7	i	0	-0.3	-0.3	3	1.2	-0.9	1.0
O=C(OCC(=O)N1CCCc2ccccc21)c1ccc(F)c(S(=O)(=O)N2CCOCC2)c1
  26	-0.6	4	-2.3	-1.1	6	0.6	0.3	-1.5
Cc1ccc2nc(-c3ccccc3)c(CN3CCN(c4ccccc4F)CC3)n2c1
  -2	i	0	-2.0	-0.3	0	.	1.6	2.5
CN1C(C)(C)CC(=NOC(=O)c2ccccc2)CC1(C)C
  -2	.	1	-2.9	-1.3	-13	.	0.3	0.2
Cc1cc(N2CCN(S(=O)(=O)Cc3ccccc3)CC2)n2ncnc2n1
  3	-0.4	1	0.0	0.0	13	.	5.3	-1.1
CC(C)(C)OC(=O)C(Cc1ccc(OC(C)(C)C)cc1)NC(=O)CNC(=O)OCc1ccccc1 (configuration not stated)
  2	-3.3	-1	-3.3	0.5	-1	-6.6	.	0.2
S=C1SCCN1Cc1ccccc1
  -4	i	-4	-5.5	-0.3	2	0.4	.	.
CC(=O)N1CCN(c2ccc(Oc3ccc([N+](=O)[O-])c(C(F)(F)F)c3)cc2)CC1
  25	-0.7	1	-4.7	0.6	-3	.	0.9	-4.2
CC(C)(C)OC(=O)C[C@H]1C/C=C\C[C@H](CC(=O)N[C@H](CO)Cc2ccccc2)C(=O)N[C@@H](Cc2ccccc2)COC1=O
  6	-0.4	5	-4.4	0.4	-9	0.0	-0.8	-3.9
COc1ccccc1N(C)S(=O)(=O)c1ccc(C(=O)NCC(C)C)cc1
  -8	-0.2	8	3.3	-0.9	8	.	0.3	0.4
CCc1ccc(C(=O)N2CCN(c3ccc(F)cc3)CC2)s1
  -4	2.5	4	-0.6	-0.8	11	.	1.0	-2.1
COc1ccc(OCCN2C(=O)NC3(CCc4ccccc4C3)C2=O)cc1 (configuration not stated)
  4	3.0	0	-4.1	-0.3	-8	0.4	.	0.5
O=C(CN(CC1CCCO1)C(=O)CNS(=O)(=O)c1ccccc1)NCc1ccc(F)cc1 (configuration not stated)
  7	-0.5	-1	-1.7	0.4	1	-0.1	-3.2	-4.3
CC(O)c1nc2ccccc2n1C1CCCCC1 (configuration not stated)
  11	i	0	1.8	74*	11	.	-0.2	-1.5
CCOC(=O)c1[nH]c2cc(OC)c(OC)cc2c1NC(=O)c1nonc1C
  -7	-0.7	-1	-0.2	1.5	24	.	.	1.7
COc1cc(CN(C(=S)NCC(=O)N2CCCC2)C2CCCC2)cc(OC)c1OC
  -5	i	1	-1.2	0.0	0	0.4	.	-0.5
CC(=O)C(N=Nc1ccccc1)(Sc1nnc(-c2ccccc2)n1-c1ccccc1)C(=O)Nc1ccccc1 (configuration not stated)
  9	i	3	-2.2	0.1	5	.	-2.0	-1.5
CCOC(=O)N1CCN(C(=O)c2cc(COc3c(F)cccc3F)on2)CC1
  -5	0.6	2	0.5	-0.3	9	-1.0	0.0	1.4
CCOc1ccc(S(=O)(=O)Nc2ccccc2C(=O)N(C)C2CCN(C)CC2)cc1
  4	1.3	3	-1.5	-1.8	-9	2.1	-1.1	-2.0
COCCCNC(=O)Cc1ccccc1OC
  6	.	-2	1.4	-1.1	5	0.1	-1.2	-4.0
Cc1ccccc1-c1ccc2c(c1)C1c3c(-c4ccccc4)nnn3-c3ccccc3C(=O)N1CC2 (configuration not stated)
  .	.	-1	-1.2	.	.	0.0	-2.9	.
Cc1ccc(C(=O)N2c3ccccc3Sc3ccccc32)cc1
  0	1.0	2	-4.5	.	-7	0.8	1.0	.
Cn1nc(C(=O)OCc2ccccc2F)c2ccccc2c1=O
  10	i	1	-1.2	0.1	-4	-0.2	.	-2.1
NC(=O)COC(=O)c1ccc2c(c1)S(=O)(=O)N=C1CCCCCN12
  2	-0.2	-1	-0.1	0.9	5	0.0	-0.5	-4.2
COc1cc(CNCc2cccs2)cc(Br)c1OC
  3	-1.0	0	-0.2	0.4	-2	.	3.0	-1.9
O=C(COC(=O)c1ccc([N+](=O)[O-])o1)NC1CCCC1
  -7	i	-2	-1.2	3.3	2	1.0	-2.0	21*
CCOC(=O)C1(Cc2ccc(OC)cc2)CCN(C(=O)CCn2ccc(C)n2)CC1
  8	-0.4	-1	0.5	1.8	3	1.0	.	0.7
COc1ccc(C(=O)N2CCC(C(=O)Nc3ccccc3OC)CC2)cc1
  3	1.0	-1	-3.1	-1.4	13	.	2.9	-0.1
COc1cc(C(=O)Nc2ccc(N(C)C)cc2)cc(OC)c1OC
  -13	-0.5	2	0.9	-0.8	6	.	-0.7	2.5
COc1ccc(CCNC(=O)CSc2nnc(-c3cccc(C)c3)o2)cc1OC
  7	.	2	-0.5	-0.3	-6	.	-0.2	0.6
Cc1ccc(Nc2ccc([N+](=O)[O-])nc2[N+](=O)[O-])cc1
  -1	-1.6	-1	2.4	0.2	28	.	2.2	-3.2
CCCCCCCCc1nnc(NC(=O)c2ccco2)s1
  5	3.3	3	3.2	-0.6	15	2.5	0.0	-2.4
CC1CCCC(C)N1CCCNC(=O)Cn1ncc2c([nH]c3ccccc32)c1=O (configuration not stated)
  1	5.9	10	-3.8	-1.1	3	0.3	-0.7	1.7
COc1ccc(-c2nnc(SCC(=O)c3[nH]c(C)c(C(C)=O)c3C)o2)cc1
  9	i	1	-2.8	1.7	8	.	-0.3	2.7
O=C(COc1ccc(Cl)cc1)NCc1n[nH]c(=O)c2ccccc12
  8	-0.5	2	-1.4	1.1	-4	0.0	0.6	0.8
CCc1ccc(/C=N/NC(=O)c2nnn(-c3nonc3N)c2CN2CCc3ccccc32)cc1
  10	-0.4	0	-4.7	0.2	-2	0.7	-1.7	1.2
COCCn1c(-c2ccc(Cl)cc2)cnc1SCC(=O)NCCc1ccc(OC)c(OC)c1
  22	3.6	0	0.7	-0.4	4	-0.8	.	-1.4
C=CCn1c(SCC(=O)c2ccc(Br)cc2)nnc1C(CC(C)C)NC(=O)c1cccs1 (configuration not stated)
  15	i	-1	-1.3	0.8	11	.	-3.7	-4.2
O=c1cc(CSc2nnnn2-c2ccc(O)cc2)nc2sccn12
  -13	i	-3	-2.1	1.4	-3	-0.1	0.5	-0.1
CCOP(=O)(OCC)C(NC(=O)c1ccc(OC)cc1)c1ccccc1 (configuration not stated)
  -2	-0.2	0	-0.7	-1.7	-1	-0.3	.	-3.3
CC1(C)O[C@@H]2[C@H](O1)[C@@H](COS(=O)(=O)O)O[C@H]2n1cc(Br)c(=O)[nH]c1=O
  2	0.7	2	0.9	0.0	3	0.9	-0.1	-0.3
CCc1ccc(NC(=O)C(=O)NCCN2CCN(S(C)(=O)=O)CC2)cc1
  4	i	-1	-4.2	0.9	-2	-0.9	.	-1.4
COc1ccc(NS(=O)(=O)c2cccc(NC(=O)COc3ccccc3[N+](=O)[O-])c2)cc1
  1	-5.7	6	-1.8	0.1	2	0.8	-1.6	-1.5
COC(=O)c1ccc(NC(=O)CSc2nnc(-c3cccnc3)o2)cc1
  2	-1.5	1	-2.7	0.3	0	3.3	1.2	-1.4
COC(=O)CSC1=NP(=S)(SCC(=O)OC)N2CCCC2=C1C#N (configuration not stated)
  5	.	2	-0.2	0.2	16	.	2.2	3.0
Nc1nc(Br)c2ccccc2c1-c1ccccc1
  13	-0.1	5	-0.2	4.5	12	0.6	2.7	2.2
O=C(O)C1CC(=O)N(C2CCCCC2)C1c1ccccc1 (configuration not stated)
  2	i	5	-1.4	0.2	-9	.	1.5	3.6

Next entries follow.
Fields: Yp Topo-I inh	Vc quorum ag	FBA Mtb inh	FadD28 binding	PfHsp40 yeast	GDH-TPI inh	TcdB GH inh	BioA inh	Mtb UGM inh
COc1cccc(C(c2c(NC(=O)c3ccco3)sc(C)c2C)N2CCOCC2)c1 (configuration not stated)
  17	7.1	6	-0.3	-1.3	8	0.0	-7.3	.
O=C(CSc1ncccn1)N1CCN(C(c2ccccc2)c2ccccc2)CC1
  34	-0.3	2	-0.5	0.1	-1	1.1	3.6	0.9
COc1ccc(C(=O)OCC(=O)NCCN2C(=O)CSC2=O)cc1[N+](=O)[O-]
  3	i	2	-2.7	-0.3	16	1.4	-0.4	1.3
COc1ccc(S(=O)(=O)N2CC(O)CC2C(=O)OCC(=O)Nc2ccc(Cl)cn2)cc1 (configuration not stated)
  -3	-2.0	-2	-3.5	-0.8	-1	.	-0.9	-1.3
COc1cccc(-c2ccc(SCC(=O)c3ccccc3)nn2)c1
  21	-0.7	2	-3.9	-0.2	2	0.2	.	-0.5
CCOc1ccc(OCCn2nnc3ccccc3c2=O)cc1
  -2	-0.4	5	0.7	0.1	-3	0.5	.	1.5
Cc1nnc(SCCn2c(N3CCC(C)CC3)nc3c2c(=O)[nH]c(=O)n3C)s1
  1	-0.4	-1	-1.1	-0.2	4	.	-1.9	-0.5

Full records, quoted from the list. Order of screens: Yp Topo-I inh, Vc quorum ag, FBA Mtb inh, FadD28 binding, PfHsp40 yeast, GDH-TPI inh, TcdB GH inh, BioA inh, Mtb UGM inh
`Cc1ccc(S(=O)(=O)N(C)C[C@@H]2OCc3cnnn3CCCC(=O)N([C@H](C)CO)C[C@@H]2C)cc1` reads -1, -0.4, -3, -4.8, ., -8, 0.6&-0.4, -1.3&1.6, .
`CC(=O)N1CCN(c2ccc(Oc3ccc([N+](=O)[O-])c(C(F)(F)F)c3)cc2)CC1` reads 25, -0.7, 1, -4.7, 0.6, -3, ., 0.9, -4.2
`CC(O)c1nc2ccccc2n1C1CCCCC1` (configuration not stated) reads 11, i, 0, 1.8, 74*, 11, ., -0.2, -1.5

Assay outcomes as filed in PubChem.
